DDE Tn7 FP inh – inhibitors of Tn7 peptide binding to human fibrin DD(E); inhibition, % at 8.3 µM; actives 0.13% (n = 370,000); AID 720508; P02675; FP displacement of FITC-Tn7 peptide from fibrin DD(E); 0% = median of compound wells per plate;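 active = inhibition above the mean of compounds falling within the control limits plus 3 SD of them, cut at about 14% in these data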;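 note: 0% = plate median of compound wells and 100% = 10 µM Aha-Tn7 peptide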
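assay system = human clot-derived fibrin DD(E) complex | quantity = Fibrin-DD(E) at 2 µM final | timing = 10 min preincubation, 3 h with tracer, room temperature | signal = fluorescence polarization | measure = percent inhibition | benchmarks = high control wells with 10 µM unlabelled Aha-Tn7 peptide (full inhibition) | replicates = singlicate testing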
TDP2 absorb – TDP2 (human) inhibition, absorbance primary screen; O95551; recombinant TDP2, T5PNP hydrolysis, p-nitrophenol absorbance 415 nm; inhibition, % at 12.8 µM; actives 0.34% (n = 370,000); AID 720702;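 active = inhibition above the mean of all tested compounds plus 3 SD, set per campaign, cut at about 25% in these data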;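 note: 0% = DMSO with enzyme and 100% = buffer with substrate but no TDP2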
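Assay system: Recombinant human TDP2 | Quantity: 120 nM TDP2 per well | Incubation: 2 h at 37 °C | Signal: Epi absorbance | Evaluation: Percent inhibition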
proKLK7 act – proKLK7 (human) activation, primary screen; activation, % at 7 µM; purified proKLK7, EDANS-DABCYL substrate fluorescence; 100% is mature enzyme control, 0% vehicle; AID 652039; actives 0.9% (n = 370,000); P49862;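 active = activation above the mean of all tested compounds plus 3 SD, computed per campaign excluding outliers beyond control limits, cut at about 13% in these data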
ADAM10 inh – inhibits human ADAM10 | recombinant ADAM10, EDANS/DABCYL FRET peptide cleavage, 3 h | actives 0.62% (n = 370,000) | inhibition, % at 7 µM;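 active = inhibition above a per-campaign cutoff equal to the mean of compounds falling between control-based bounds plus 3 SD, cut at about 20% in these data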;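 note: 0% = DMSO wells while the 100% control is not disclosed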
DDE Tn6 FP inh – disrupts Tn6 cyclic peptide binding to fibrin D-Dimer-E complex; inhibition, % at 8.3 µM; Fibrin DD(E) TRITC-Tn6 fluorescence polarization displacement; P02675; actives 0.21% (n = 370,000);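 active = inhibition above a per-campaign cutoff: mean of compounds within control limits plus 3 SD, cut at about 15% in these data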;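 note: 0% = median of all compound wells on the plate and 100% = blocking peptide control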
LEDGF integ inh – blocks HIV-1 LEDGF/p75-dependent DNA integration; inhibition, % at 3.7 µM; actives 0.64% (n = 370,000); TR-FRET IN-LEDGF/p75 DNA integration, Eu/Cy5;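 active = inhibition above the screen-wide mean plus 3 SD, cut at about 13% in these data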;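 note: signal is the Cy5 over europium emission ratio at 671 and 618 nm; 0% = plate median of compound wells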
ASAP1 inh – ASAP1 ArfGAP inhibition. inhibition, % at 16.5 µM. actives 0.19% (n = 360,000). AID 624377. Q9ULH1. ASAP1-stimulated ARF1 GTP hydrolysis, GDP FP detection; in the data active = inhibition above about 25%;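 note: 0% = vehicle with enzyme and substrate and 100% = no enzyme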
ARFGAP1 inhibitor – rat ARFGAP1 inhibition | Q62848 | Arfgap1-stimulated ARF1 GTP hydrolysis, GDP FP detection | inhibition, % at 16.5 µM | actives 0.26% (n = 360,000);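 active = inhibition above a per-plate limit, mean inhibition of low control wells plus 3 SD, cut at about 25% in these data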;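 note: 0% = DMSO wells with enzyme and 100% = wells lacking Arfgap1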
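Replicates: Single well per compound | Assay system: Truncated rat Arfgap1 GAP domain | Control set: No-Arfgap1 wells (100%) versus DMSO full-reaction wells (0%) | Times: Enzyme reaction 120 min at 25 °C after 20 min preincubation | Reagent: Human ARF1(Δ1-17)-GTP substrate | Measured by: Tracer-displacement fluorescence polarization with EDTA stop, 620/688 nm | Measure: Percent inhibition of Arfgap1-stimulated GTP hydrolysis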
ADAM17 inh – ADAM17 inhibition, QFRET primary screen. P78536. recombinant ADAM17, EDANS/DABCYL FRET peptide cleavage. inhibition, % at 6.95 µM. actives 0.83% (n = 370,000). AID 720648;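 active = inhibition above the mean of compounds lying between control limits plus 3 SD, set per campaign, cut at about 8.5% in these data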;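 note: 0% = DMSO-only wells as the low control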
PLC-gamma1 inh – inhibitors of human phospholipase C gamma1 | P19174 | purified PLC-gamma1, fluorogenic substrate, fluorescence | inhibition, % at 12.2 µM | actives 0.84% (n = 370,000); in the data active = inhibition above about 9.5%
Numbers without * were called inactive; . = no result given.

SMILES	DDE Tn7 FP inh	TDP2 absorb	proKLK7 act	ADAM10 inh	DDE Tn6 FP inh	LEDGF integ inh	ASAP1 inh	ARFGAP1 inhibitor	ADAM17 inh	PLC-gamma1 inh
O=S(=O)(NCc1csc(-c2ccccc2)n1)c1ccc(Cl)s1	0.9	5.9	-0.4	0.9	2.1	-2.1	11.9	7.2	1.1	-1.9
Cc1cccc(/C=C2\CS/C(=C\c3cccc(C)c3)C2=O)c1	0.5	6.1	-0.4	-1.4	-2.1	1.5	1.5	-3.6	-2.4	-5.2
COc1ccc(OC)c(Nc2nc(-c3ccccc3O)nc3ccccc23)c1	2.3	-0.5	-0.7	-3.5	1.4	-8.9	-11.7	8.1	-3.6	-2.3
CCOc1ccc(S(=O)(=O)N(C)C)cc1-c1nc2c(C(C)(C)C)nn(C)c2c(=O)[nH]1	4.7	-5.5	0.1	1.6	-10.6	0.1	9.7	9.3	-4.2	-1.3
O=C(CN1CCN(CC(=O)c2ccccc2)CC1)c1ccccc1	-4.0	-7.8	-0.4	-30.4	-14.2	-3.0	1.5	-6.5	-6.3	-8.2
Clc1ccc(CSc2nnc(-c3ccc4c(c3)OCO4)o2)cc1	0.9	-7.1	1.0	7.6	-3.4	-1.4	7.2	16.2	-2.9	-3.5
O=C(Nc1cccc(OC(=O)c2ccc(Br)o2)c1)c1ccccc1	-0.3	-1.5	-0.2	5.2	-6.0	-3.4	-8.4	4.5	3.2	-0.3
COc1ccc(NC(=O)C2=CC=CN3CCS(=O)(=O)N=C23)c(OC)c1	-5.0	2.0	-0.7	-34.1	-0.8	-3.1	-6.2	14.9	-6.5	-3.2
Cc1cccc2[nH]c(CN(C)Cc3nc(CC4CC4)no3)nc12	6.3	2.0	0.2	-5.7	1.0	4.7	7.8	-8.1	0.3	-4.3
Cn1c(SCC(=O)NNC(=O)c2ccccc2O)nnc1-c1ccccc1	-1.0	-12.2	-0.2	-0.5	14.2	-10.9	5.1	0.3	0.2	-5.0
CCCCN(C(=O)CSc1cc(C)c2ccc(OC)cc2n1)c1c(N)n(Cc2ccccc2)c(=O)[nH]c1=O	-2.0	-11.3	-0.9	-4.8	-2.2	0.5	3.9	-3.1	-3.2	-1.5
COc1ccc(OC)c(S(=O)(=O)NC2CC(=O)N(c3cccc(F)c3)C2)c1 (centres undefined)	7.2	7.9	0.2	-3.0	-0.7	4.4	-1.7	-10.3	1.2	1.9

The last 3 records of the part above lead into the next.
SMILES	DDE Tn7 FP inh	TDP2 absorb	proKLK7 act	ADAM10 inh	DDE Tn6 FP inh	LEDGF integ inh	ASAP1 inh	ARFGAP1 inhibitor	ADAM17 inh	PLC-gamma1 inh
Cn1c(SCC(=O)NNC(=O)c2ccccc2O)nnc1-c1ccccc1	-1.0	-12.2	-0.2	-0.5	14.2	-10.9	5.1	0.3	0.2	-5.0
CCCCN(C(=O)CSc1cc(C)c2ccc(OC)cc2n1)c1c(N)n(Cc2ccccc2)c(=O)[nH]c1=O	-2.0	-11.3	-0.9	-4.8	-2.2	0.5	3.9	-3.1	-3.2	-1.5
COc1ccc(OC)c(S(=O)(=O)NC2CC(=O)N(c3cccc(F)c3)C2)c1 (centres undefined)	7.2	7.9	0.2	-3.0	-0.7	4.4	-1.7	-10.3	1.2	1.9
Cn1c(=O)n(C)c2cc(/C=C3/NC(=O)N(Cc4ccccc4)C3=O)ccc21	-2.3	-4.1	2.3	-8.2	-7.1	5.0	9.7	18.6	-3.2	-13.9
Cc1ccc(NC(=O)C2C3CCCC2C3c2ccccc2)cc1C (centres undefined)	2.7	-2.4	0.2	-9.9	9.9	-1.5	-3.9	7.0	-1.4	-0.4
COc1ccc2ccccc2c1/C=N/NC(=O)c1ccc(C)nc1	-3.0	-6.0	0.2	-10.8	-7.8	0.6	4.3	-7.6	-3.5	-6.2
CCC(=O)Nc1ccc(C(=O)NNC(=O)c2cc(OC)c(OC)c(OC)c2)cc1	-3.0	4.4	0.4	-7.8	-4.7	1.7	-8.8	-13.7	-2.5	-0.7
CC(=O)Nc1ccc(NC(=O)c2cc(-c3ccc(C)cc3O)n[nH]2)cc1	-2.4	4.4	0.2	-3.5	4.3	-5.7	13.2	-0.7	-3.5	-1.1
COc1ccc(OCC(=O)NCC(c2ccc(OC)cc2)N2CCCCC2)cc1 (centres undefined)	-3.2	0.1	0.5	2.3	0.3	2.8	-16.8	3.3	-1.4	-0.2
COc1nc(Cc2ccc(Cl)cc2)nc2ccccc12	-5.4	-0.5	-0.1	1.0	3.2	-1.7	-5.1	3.2	0.8	-0.3
CC(Oc1ccc2c3c(c(=O)oc2c1)CCC3)C(=O)NCC1CCC(C(=O)O)CC1 (centres undefined)	-8.2	-0.4	-1.6	-191.8	-3.9	1.3	14.3	12.6	-46.2	-14.5
C/C=C/c1ccc(OC(C)=O)c(OC)c1	-2.1	0.4	-0.2	-2.7	-10.5	-1.1	-3.7	13.6	-2.0	6.5
COc1ccccc1NC(=S)N(C(C)C)C(C)c1ccccn1 (centres undefined)	-4.2	4.5	-0.3	-5.6	1.4	1.1	8.2	0.1	-4.7	1.4
O=C(NCC1CCCO1)C1CCN(C(=O)c2ccc(Br)cc2)CC1 (centres undefined)	-4.6	6.5	0.2	-4.0	-1.9	0.9	10.1	-2.2	-2.7	1.2
CNc1nc(C)cc(C)c1S(=O)(=O)c1ccc(C)cc1	1.2	7.2	0.6	-27.9	-11.7	1.9	-1.6	9.4	-13.6	4.6
COc1ccc(NC(=O)CN(C)C(=O)CCCN2C(=O)c3cccc4cccc(c34)C2=O)cc1	-2.3	-9.4	0.4	-77.7	-0.3	0.9	11.2	-7.4	-24.7	-3.6
CCC(=O)NCC(c1cccs1)N1CCOCC1 (centres undefined)	-5.0	-0.3	-0.5	-2.4	1.9	1.7	8.4	-6.6	-1.4	2.2
O=C(Nc1cccn2ncnc12)c1ccc(Cl)cc1Cl	-11.2	-4.9	-0.2	0.1	-4.4	0.1	11.4	13.7	0.8	1.2
CCCOc1ccc(/C=N/O)cc1	4.5	-1.8	-0.3	10.8	-4.9	3.1	1.6	-7.6	-0.2	3.2
C/C(C=NNC(=O)CSc1nc2ccccc2n1Cc1ccccc1Cl)=C\c1ccccc1	-4.8	-11.5	-0.2	4.4	2.0	5.8	.	.	5.4	2.7
OCCN1CCN(CC/C=C2/c3ccccc3Sc3ccc(C(F)(F)F)cc32)CC1	8.0	-0.3	-0.4	-3.6	4.3	-3.2	-4.4	-8.3	-1.9	1.4
COc1ccccc1NC(=O)c1ccccc1S(=O)(=O)c1ccc([N+](=O)[O-])cc1	-1.8	-17.2	0.1	3.3	-0.6	-0.8	8.2	-2.6	1.9	9.8*
COc1cccc(OCc2cc(C(=O)N(Cc3nccn3C)C(C)C)no2)c1	1.1	-5.9	0.9	4.6	4.9	-1.9	7.1	-2.1	1.8	1.0
Cn1c(=O)c2c(nc(N/N=C/c3cccs3)n2Cc2ccc(Br)cc2)n(C)c1=O	-13.7	8.4	0.0	6.7	-7.8	-0.3	-0.7	-1.7	9.5*	-12.8
O=[N+]([O-])c1cnn(-c2nc(-c3ccco3)cc(C(F)(F)F)n2)c1	2.3	3.6	-0.4	-3.5	4.3	-3.0	-3.1	-14.8	-5.9	1.1
CC(=O)N/C(=C/c1ccc([N+](=O)[O-])cc1)C(=O)O	3.4	0.0	1.0	0.6	-1.5	-2.3	7.0	-2.0	-1.4	-4.0
CC1Cn2c(nnc2-c2ccc(F)cc2)S1 (centres undefined)	-1.9	7.9	0.4	-18.4	6.5	-4.8	8.7	0.3	-2.6	-2.1

5 of these compounds in a different format:
mol | DDE Tn7 FP inh | TDP2 absorb | proKLK7 act | ADAM10 inh | DDE Tn6 FP inh | LEDGF integ inh | ASAP1 inh | ARFGAP1 inhibitor | ADAM17 inh | PLC-gamma1 inh
COc1ccc(NC(=O)CN(C)C(=O)CCCN2C(=O)c3cccc4cccc(c34)C2=O)cc1 | -2.3 | -9.4 | 0.4 | -77.7 | -0.3 | 0.9 | 11.2 | -7.4 | -24.7 | -3.6
CCC(=O)NCC(c1cccs1)N1CCOCC1 (centres undefined) | -5.0 | -0.3 | -0.5 | -2.4 | 1.9 | 1.7 | 8.4 | -6.6 | -1.4 | 2.2
O=C(Nc1cccn2ncnc12)c1ccc(Cl)cc1Cl | -11.2 | -4.9 | -0.2 | 0.1 | -4.4 | 0.1 | 11.4 | 13.7 | 0.8 | 1.2
CCCOc1ccc(/C=N/O)cc1 | 4.5 | -1.8 | -0.3 | 10.8 | -4.9 | 3.1 | 1.6 | -7.6 | -0.2 | 3.2
C/C(C=NNC(=O)CSc1nc2ccccc2n1Cc1ccccc1Cl)=C\c1ccccc1 | -4.8 | -11.5 | -0.2 | 4.4 | 2.0 | 5.8 | . | . | 5.4 | 2.7

Following part.
SMILES	DDE Tn7 FP inh	TDP2 absorb	proKLK7 act	ADAM10 inh	DDE Tn6 FP inh	LEDGF integ inh	ASAP1 inh	ARFGAP1 inhibitor	ADAM17 inh	PLC-gamma1 inh
c1ccc(CCSc2nnc(-c3cccnc3)n2Cc2ccccc2)cc1	5.7	-6.7	-0.3	1.3	-6.8	2.2	.	.	-0.6	1.5
CCCCOc1ccc(S(=O)(=O)N2CCCCCC2)cc1	-1.3	1.6	0.1	13.3	-2.6	3.8	7.8	5.2	2.1	1.1
Cc1ccccc1-c1nc(CS(=O)CC(=O)NCc2ccc3c(c2)OCO3)c(C)o1 (centres undefined)	-4.8	12.5	-0.3	-7.1	-2.2	-2.7	2.8	-3.8	-2.6	-5.5
Cc1ccc(OCC(=O)NNC(=O)CSC(=S)N2CCCC2)cc1	6.5	-0.6	0.0	9.7	1.4	1.9	6.2	-6.9	4.8	1.4
O=C(CN1C(=O)c2ccccc2S1(=O)=O)NCCSc1ccccc1	2.2	6.4	-0.4	3.5	8.5	-0.6	4.1	-0.8	-3.4	0.5

Screens: PubChem, The Scripps Research Institute Molecular Screening Center
